Compound activity (PubChem BioAssay)
NPYLR7 agonist: mosquito NPYLR7 agonism; 0.15% of 270,000 active; activation, % at 10 µM; HEK293T NPYLR7/Galpha15, GCaMP6s calcium fluorescence; AID 1259423; in the data active = activation above about 40%;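 also: 0% = vehicle and 100% = reference agonist at the receptor; some compounds past the cut are filed as inactive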
hcGAS inh: inhibitors of human cGAS; Q8N884; recombinant h-cGAS, ATP depletion, Kinase-Glo luminescence; inhibition, % at 12.5 µM; 0.081% of 290,000 active;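 also: 0% = vehicle reaction and 100% = reaction without DNA for no activity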
Target sequence (Q8N884 whole entry, looked up): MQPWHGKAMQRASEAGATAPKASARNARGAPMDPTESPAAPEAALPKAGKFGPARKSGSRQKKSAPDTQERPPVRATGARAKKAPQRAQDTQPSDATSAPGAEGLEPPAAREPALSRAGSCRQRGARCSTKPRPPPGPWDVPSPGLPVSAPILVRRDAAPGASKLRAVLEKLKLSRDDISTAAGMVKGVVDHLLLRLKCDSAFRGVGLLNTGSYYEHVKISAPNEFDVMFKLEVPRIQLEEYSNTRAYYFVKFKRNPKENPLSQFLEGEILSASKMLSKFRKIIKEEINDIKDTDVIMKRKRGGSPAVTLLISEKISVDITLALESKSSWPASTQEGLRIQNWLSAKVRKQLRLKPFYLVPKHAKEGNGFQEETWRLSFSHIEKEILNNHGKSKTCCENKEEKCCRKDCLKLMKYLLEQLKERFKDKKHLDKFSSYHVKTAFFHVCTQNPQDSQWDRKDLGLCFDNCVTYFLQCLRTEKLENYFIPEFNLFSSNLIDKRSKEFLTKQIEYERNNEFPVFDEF
mcGAS lum: inhibitors of mouse cGAS; Q8C6L5; recombinant cGAS, Kinase-Glo ATP depletion luminescence; inhibition, % at 12.5 µM; 0.15% of 160,000 active;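 also: 0% = negative control wells and 100% = reference inhibitor with no enzyme activity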
* = called active by the depositor; · = no result given. Rule as the data show it, unless noted: active = inhibition above about 40%; inactive = the rest.

Compound | NPYLR7 agonist | hcGAS inh | mcGAS lum
CCC(=O)N1CCC1(C)C(=O)NS(=O)(=O)c1ccc(Br)cc1 (stereo not drawn) | 0 | -16 | ·
Cc1ccc(CNC(=O)C2(C)CCN2C(=O)C2(c3ccccc3)CCCC2)cc1 (stereo not drawn) | 0 | -4 | -3
COc1ccc(OC)c(C2SC(C)C(=O)N2CCC(=O)NCc2cccnc2)c1 (stereo not drawn) | 24 | -6 | -4
CCOCCCN(CC(=O)N(CCc1ccc(OC)c(OC)c1)Cc1ccc(C)s1)C(=O)C(CC)c1ccccc1 (stereo not drawn) | -10 | 1 | 0
CC1(C(=O)NCC2CC2)CCN1C(=O)C1(c2ccc(Cl)cc2)CC1 (stereo not drawn) | -3 | -7 | -6
CCCCN(CC)C(=O)c1cc2c(OC)nc(N)nc2s1 | -4 | -14 | ·
CN(Cc1ccc2nccnc2c1)C(=O)CC1(c2ccccc2)CC(=O)N(CC2CCCCC2)C1=O (stereo not drawn) | 14 | -8 | -10
CCOc1cccc(C=C2SC(=S)N(CCN3CCOCC3)C2=O)c1OC | 2 | 1 | ·
CCN(CC)Cc1cnc2c(C(=O)NCc3sc(C)nc3C)cnn2c1 | · | -2 | -1
CN(Cc1nc2ccccc2n1C)C(=O)c1scc2c1OCCO2 | 4 | -1 | ·
Cc1ccc(OCc2nc(CN(C(=O)C3CCCC3)C3CC3)cs2)cc1C | 19 | -3 | -6
Cc1nc(N2CCOCC2)ncc1-c1cc(=O)[nH]c(NCc2ccccc2)n1 | 4 | -1 | ·
O=C(CC1CC1)NCCCOc1cccc([N+](=O)[O-])c1 | -14 | -3 | -4
Cc1ccc(C(=O)N2CCCc3c(C#N)cccc32)cn1 | 8 | -7 | ·
COc1ccc(C(O)(c2ccc(OC)cc2)c2ccc(CN(Cc3cccc(F)c3)CC3CCCO3)o2)cc1 (stereo not drawn) | -6 | 0 | -3
NC(=O)c1c(NC(=O)C=Cc2ccc(Br)o2)sc2c1CCC2 | 10 | -5 | ·
N#CC(=Cc1ccccc1I)c1nc(-c2ccc(Br)cc2)cs1 | 1 | -7 | -4
Cc1nn(CC(C)C)c2c1C(c1cnn3cccnc13)CC(=O)N2 (stereo not drawn) | 0 | -6 | ·
Cc1cc2n(n1)CCCN(C(=O)CC1COCCN1)C2 (stereo not drawn) | -4 | -3 | ·
COC(=O)C1=C(O)/C(=C\c2ccc([N+](=O)[O-])cc2)SC1=Nc1ccccc1F | -6 | -2 | -1
CCOC(=O)c1cc(-c2ccc(N3CCN(C(=O)COCCOC)CC3)cc2)n(-c2cccc(F)c2)n1 | · | -5 | -7
COc1ccc(C2CCCN2Cn2[nH]c(-c3ccccc3)nc2=S)c(OC)c1 (stereo not drawn) | 0 | -3 | -7
Cc1ccc(-c2nnc(CSc3ncccc3C(=O)N(C)C)o2)cc1 | 8 | 1 | ·
Cc1ccc(OC(C)C(=O)Nn2cnc3ccc(Cl)cc3c2=O)cc1 (stereo not drawn) | 1 | -9 | ·

Structures shown so far with a cyano group:
Compound | NPYLR7 agonist | hcGAS inh | mcGAS lum
Cc1ccc(C(=O)N2CCCc3c(C#N)cccc32)cn1 | 8 | -7 | ·
N#CC(=Cc1ccccc1I)c1nc(-c2ccc(Br)cc2)cs1 | 1 | -7 | -4

Remaining list, next part
Compound | NPYLR7 agonist | hcGAS inh | mcGAS lum
CCCCN(CC(=O)N(Cc1cccn1C)CC(C)C)C(=O)c1ccc(OC)cc1 | -6 | -12 | -7
Cc1ccc(-c2cc3c(=O)n(CC(=O)Nc4ccc(C(C)C)cc4)ccn3n2)cc1 | 7 | -8 | -10
CC(C)Cn1c2c(c(=O)[nH]c1=O)C(NC(=O)c1ccc(Cl)cc1Cl)(C(F)(F)F)C(=O)N2 (stereo not drawn) | -9 | -5 | ·
O=C1c2ccccc2C(=O)c2c1oc(C(F)(F)F)c2C(=O)c1ccccc1 | -8 | -7 | ·
Cc1ncc(C(=O)Nc2ccc(NC(=O)c3ccccc3)nc2)s1 | 3 | 4 | ·
CCN(Cc1cccc(OC)c1O)CC1CCOCC1 | · | 2 | 2
CC1(C)OCC(C2OC(Nc3ccc(C(=O)NCC(=O)NCc4ccccn4)cc3)[C@H]3OC(C)(C)O[C@@H]23)O1 (stereo partly drawn) | -8 | -3 | -7
O=C(Cn1nc(-c2ccco2)c2sc(N3CCCCC3)nc2c1=O)N1CCc2ccccc21 | -5 | -8 | -9
CCCn1nccc1C(=O)Nc1cc2c(C)cc(=O)oc2cc1C | -4 | -5 | -17
CCc1ccc(CN2CCN(c3nc(N(C)C)nc(C)c3C)CC2)nc1 | -4 | -1 | ·
CCCCn1c(O)c(C=Nc2cccc(C)c2)c(C)c(C#N)c1=O | 0 | 5 | ·
CN(C)c1nc(N)c(C#N)c(CC#N)c1C#N | 5 | -5 | ·
c1ccc(C2Oc3ccccc3C3CC(c4ccc5c(c4)OCCO5)=NN32)cc1 (stereo not drawn) | 4 | -8 | ·
COc1ccc(NC(=O)N2CCC3(CC2)SCCN3C(=O)c2cccc([N+](=O)[O-])c2)c(OC)c1 | -9 | -7 | -4
CC(C)c1ccc(-c2cc(N3CCCC3CO)n3nccc3n2)cc1 (stereo not drawn) | -3 | -11 | -4
O=C(Cc1ccccc1)N1CCCC(OCc2cccc(Cl)c2)C1 (stereo not drawn) | -4 | -5 | -2

Three entries drawn at random from those above, as already listed:
Compound | NPYLR7 agonist | hcGAS inh | mcGAS lum
CCc1ccc(CN2CCN(c3nc(N(C)C)nc(C)c3C)CC2)nc1 | -4 | -1 | ·
c1ccc(C2Oc3ccccc3C3CC(c4ccc5c(c4)OCCO5)=NN32)cc1 (stereo not drawn) | 4 | -8 | ·
COc1ccc(NC(=O)N2CCC3(CC2)SCCN3C(=O)c2cccc([N+](=O)[O-])c2)c(OC)c1 | -9 | -7 | -4

The list continues.
Compound | NPYLR7 agonist | hcGAS inh | mcGAS lum
Cc1cccc2sc(NC(=O)CCC(=O)O)nc12 | -7 | -2 | -6
O=C(O)C1CN(C(=O)c2ccc(N3CCCCC3=O)cc2)c2ccccc2O1 (stereo not drawn) | -1 | -8 | ·
O=C(NCCc1ccccc1)c1cc2nc(-c3ccc(Br)cc3)cc(C(F)(F)F)n2n1 | 6 | -4 | -5
Nc1ncnc2c1ccn2[C@H]1CN(Cc2ccc3c(c2)OCO3)C[C@@H](CO)O1 | -15 | -5 | -5
COc1ccc(NC(=O)c2c(N)c(C(=O)c3ccc4c(c3)CCCC4)n3ccccc23)c(OC)c1 | -4 | -1 | -6
CNc1nc2[nH]c(=O)cc(O)c2s1 | 5 | -7 | -7
CCOC(=O)c1sc(NC(=O)c2cc3ccccc3oc2=O)c(C(=O)OCC)c1C | -2 | -6 | -3
CCN(CC)C(=O)c1cc(-c2ccccc2F)nc2cc(-c3ccccc3)nn12 | 0 | 0 | -2
COc1cc(CN2CCCC2c2nc(C)no2)ccc1OCC=C(C)C (stereo not drawn) | 0 | -7 | -11
CCOC(=O)C1(C)CCCN1C(=O)c1ccc(C)cc1 (stereo not drawn) | 1 | -18 | ·
Cc1cc(C)n2nc(CCCCc3nc4nc(C)cc(C)n4n3)nc2n1 | 4 | -8 | ·
NC(=O)NCCN1CCN(c2cccc(C(F)(F)F)c2)CC1 | -3 | -1 | ·
CCOc1cccc(CN(Cc2nc[nH]c2C)C2CC2)c1 | -3 | -9 | -11
CC(=O)Nc1ccc(NC2CC(=O)N(C)C2=O)cc1Cl (stereo not drawn) | 12 | -8 | ·
C=C(C)Cn1c(C(=O)N2CCN(C(=O)C3CCCC3)C(C)C2)cc2ccoc21 (stereo not drawn) | 24 | -5 | -4
Cc1cc(C)c2oc(=O)n(C3CCN(C(=O)c4ccno4)CC3)c2c1 | 10 | -8 | -5
O=C(NCc1ccccn1)C1CCN(C2CCN(C(=O)C3=CCCCC3)CC2)CC1 | 4 | -3 | ·
O=C1NCC(C(=O)N2CCCC2c2cccc(Cl)c2)N1 (stereo not drawn) | 4 | -7 | ·
O=C(NC1CCN(c2ccccc2C(=O)NC2CC2)CC1)c1ccc(Cl)cc1Cl | 3 | -3 | -3
C=C(C)[C@@H]1C=C2CC3(CC[C@]2(C)[C@@H](C#N)C1)OCCO3 | -5 | -7 | ·
CN(C/C=C/c1ccccc1)CC1(CO)CC1 | -4 | 0 | ·
COc1ccc(OC)c(-c2c(C)c3cc(OCC(=O)OC(C)C)ccc3oc2=O)c1 | -1 | -3 | -5
COC(=O)C1=C(O)/C(=C\c2ccc(C)cc2O)SC1=Nc1ccccc1F | -16 | 0 | 3
Cc1nn(CC(O)Cn2c(C)c(C)c3ccccc32)c(C)c1Cl (stereo not drawn) | -7 | -4 | -7
Cn1cnnc1SCC(=O)N=C1NC(=O)CS1 | 1 | 2 | 1
CCCCCNS(=O)(=O)c1cc2c(cc1Br)n(C)c(=O)n2C | 2 | -8 | -17
CCCCCc1ccc(C(=O)N(CC(=O)N2c3ccccc3-n3cccc3C2c2cccc(Cl)c2)C(C)C)cc1 (stereo not drawn) | 3 | -3 | -4
O=C(CSc1nnc(NC(=O)c2ccccc2Br)s1)Nc1ccccc1F | 4 | -7 | -4
Cc1ccc(OC2(C(=O)NCc3cccc(C)c3C)CCNCC2)cc1 | -2 | -4 | -17
COCCNC(=O)C1(C)CCN1C(=O)C1(c2ccccc2)CC1 (stereo not drawn) | 4 | 2 | ·
C=CCn1c(O)c(N=NC(=O)c2ccc3ccccc3n2)c2cc(Br)ccc21 | -7 | -8 | -6
CCOCCCN(CC(=O)N(Cc1cccn1Cc1ccccc1Cl)CC(C)C)C(=O)COC | -4 | 1 | -4
Cc1ccn2c(NCc3ccccc3)c(-c3cccc(OS(=O)(=O)c4ccccc4)c3)nc2c1 | 17 | -12 | -6
C=CCCC(O)CN(CCOC)Cc1c(-c2ccccc2)nn(C)c1Oc1ccccc1Cl (stereo not drawn) | 0 | -5 | -4
C#CCNC(=O)CNC(=O)NCC(C)(C)c1ccc(Cl)cc1 | 3 | -3 | ·
CC(=O)c1ccc(Oc2cc(C)nc(SCc3ccccc3F)n2)cc1 | 3 | -3 | -4
Clc1ccc(Oc2cc(N3CCN(Cc4cccc(Cl)c4)CC3)ncn2)cc1 | 4 | 0 | -3
O=c1c2c(nc(SCc3ccccc3)n1Cc1ccccc1)CCS2 | 3 | -6 | -6
CCOC(=O)c1nn(-c2ccccc2C)c(=O)cc1OS(=O)(=O)c1ccc2c(c1)OCCO2 | -2 | -13 | -8
Cc1ncsc1CCCNC(=O)c1cccc2ccnn12 | 1 | -4 | ·
Cc1c(CN2CCCC3(CC2)CN(C)C(=O)O3)c(=O)n(-c2ccccc2)n1C (stereo not drawn) | 3 | -10 | -11
CC(C)Nc1ccc(C(=O)Nc2cccc(Cl)c2)cn1 | -3 | -3 | -5
Cc1ccc(CSc2nnc(Cn3c(=O)sc4ccccc43)n2C)cc1 | 8 | -3 | ·
CCc1[nH]n(-c2cccc(C)c2C)c(=O)c1C1=C(N2CCCC2)C(=O)N(C2CCCCC2)C1=O | -11 | -3 | -1
CC(c1ccccn1)N(C1CC1)S(=O)(=O)c1cccc(Cl)c1Cl (stereo not drawn) | 5 | -9 | -10
CC(=O)c1ccccc1C(=O)N1CCCC(CNC(=O)c2ccc(-c3ccccc3)cc2)C1 (stereo not drawn) | -2 | 6 | -4
COc1ccc(-n2nnc3cnn(C)c3c2=O)cc1 | 0 | -15 | -9
CCc1ccc(N2C3=[N+](CCCS3)CC2(O)c2ccc(OC)c(OC)c2)cc1 (stereo not drawn) | 3 | -8 | -5
COc1ccc(/C(C)=N\OCC(=O)N2CCOC(COc3ccc(F)cc3)C2)cc1 (stereo not drawn) | 23 | -5 | ·
COc1ccccc1/C=C/c1nc2cc(C)ccn2c1NC1CCCCC1 | 1 | -3 | -6
Cc1cc(C)cc(NC(=O)CC(=O)NCC2CC(=O)N(C3CC3)C2)c1 (stereo not drawn) | 8 | 2 | ·
CCSc1ccccc1NC(=O)N1CCCC(CCO)C1 (stereo not drawn) | 1 | -11 | ·
CNC(=O)CSc1c(C)cnc2c1c(=O)n(C)c(=O)n2C | 8 | -9 | -8
COc1ccc(Cn2nnnc2SCC(=O)N2CCNC2=O)cc1 | 2 | -5 | -9
Cc1cc(NCCC(O)(c2ccc(C)o2)C(F)(F)F)nc(C)n1 (stereo not drawn) | -4 | -3 | ·
COC1CCN(S(=O)(=O)c2ccccc2)CC(=O)N(C)c2ccccc21 (stereo not drawn) | -2 | 0 | -2

Arranged by heavy-atom count (descending): three of the compounds above.
Compound | NPYLR7 agonist | hcGAS inh | mcGAS lum
COc1ccccc1/C=C/c1nc2cc(C)ccn2c1NC1CCCCC1 | 1 | -3 | -6
COc1ccc(Cn2nnnc2SCC(=O)N2CCNC2=O)cc1 | 2 | -5 | -9
CNC(=O)CSc1c(C)cnc2c1c(=O)n(C)c(=O)n2C | 8 | -9 | -8

Continuation.
Compound | NPYLR7 agonist | hcGAS inh | mcGAS lum
COc1cccc(CN2CC(C(=O)N(C)Cc3ccc(C)cc3)CCC2=O)c1 (stereo not drawn) | 6 | -8 | ·
CN1CCCCC1C(=O)OCc1ccc(C#N)cc1 (stereo not drawn) | 0 | -17 | ·
COCCCN(Cc1c(-c2ccccc2)noc1N(C)C(C)C)C(=O)c1ccccc1OC | 8 | -3 | -3
CCOC(=O)c1c(C)cc(C)n2c1nc1ccccc12 | -2 | -7 | ·
CC(C)c1cc(=O)[nH]c(-n2nc(-c3cccs3)cc2N)n1 | -7 | -5 | ·
